Screens: PubChem BioAssay, several laboratories
p-CIP stab down – compounds decreasing mouse p/CIP protein stability; AID 1984; F442A p/CIP-EGFP cells, EGFP fluorescence, 16 h; Q05BA5; 0.01% of 290,000 active; decrease of EGFP signal, % at 10 µM;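 active = EGFP signal decrease of at least 30% at 10 µM or well 3 SD below plate mean, unless failing retest; inactive = the rest, including hits failing retest or dose response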; also: some compounds called inactive have numbers as strong as hits; many of its hits are not listed in these tables
Target sequence (Q05BA5 1-1403): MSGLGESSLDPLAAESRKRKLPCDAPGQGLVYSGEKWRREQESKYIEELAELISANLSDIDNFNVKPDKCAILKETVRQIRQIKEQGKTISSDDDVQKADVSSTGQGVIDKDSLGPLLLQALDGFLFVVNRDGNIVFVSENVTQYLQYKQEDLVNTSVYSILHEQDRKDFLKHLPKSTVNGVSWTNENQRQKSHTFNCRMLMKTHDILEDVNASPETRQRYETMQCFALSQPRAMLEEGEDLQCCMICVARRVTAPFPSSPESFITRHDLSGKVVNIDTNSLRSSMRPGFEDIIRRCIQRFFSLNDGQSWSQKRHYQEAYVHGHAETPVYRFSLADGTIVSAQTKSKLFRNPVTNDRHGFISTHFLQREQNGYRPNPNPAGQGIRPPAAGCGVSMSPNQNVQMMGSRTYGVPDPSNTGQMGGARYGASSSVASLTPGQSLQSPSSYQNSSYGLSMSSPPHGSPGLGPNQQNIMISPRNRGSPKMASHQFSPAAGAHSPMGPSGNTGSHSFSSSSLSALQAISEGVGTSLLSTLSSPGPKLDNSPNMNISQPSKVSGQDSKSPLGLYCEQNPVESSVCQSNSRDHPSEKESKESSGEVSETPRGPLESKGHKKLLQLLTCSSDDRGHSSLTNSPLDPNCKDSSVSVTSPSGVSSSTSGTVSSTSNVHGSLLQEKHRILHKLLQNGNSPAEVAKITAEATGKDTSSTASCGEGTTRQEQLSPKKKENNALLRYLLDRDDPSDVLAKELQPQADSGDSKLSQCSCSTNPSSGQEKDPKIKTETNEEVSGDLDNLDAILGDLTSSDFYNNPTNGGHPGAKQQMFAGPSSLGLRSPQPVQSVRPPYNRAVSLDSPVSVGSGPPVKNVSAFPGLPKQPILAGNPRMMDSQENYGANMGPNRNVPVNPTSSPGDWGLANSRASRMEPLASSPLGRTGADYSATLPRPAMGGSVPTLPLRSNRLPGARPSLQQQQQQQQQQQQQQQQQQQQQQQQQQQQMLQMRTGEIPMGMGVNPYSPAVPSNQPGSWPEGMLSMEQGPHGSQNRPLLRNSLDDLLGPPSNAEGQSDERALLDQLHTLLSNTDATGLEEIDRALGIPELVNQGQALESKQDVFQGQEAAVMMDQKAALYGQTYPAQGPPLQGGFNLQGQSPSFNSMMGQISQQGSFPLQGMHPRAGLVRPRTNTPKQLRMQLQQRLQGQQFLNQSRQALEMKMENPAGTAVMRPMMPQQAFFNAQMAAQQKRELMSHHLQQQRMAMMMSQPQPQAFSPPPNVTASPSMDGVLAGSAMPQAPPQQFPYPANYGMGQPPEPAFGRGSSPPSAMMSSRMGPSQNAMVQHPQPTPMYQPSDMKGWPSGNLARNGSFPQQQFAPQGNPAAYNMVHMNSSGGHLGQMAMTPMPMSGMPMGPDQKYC
NALP1 yeast inh – blocks the NALP1 inflammasome reconstituted in yeast | 0.61% of 280,000 active | AID 2071 | inhibition, % at 10 µM | S. cerevisiae NALP1/ASC/caspase-1 growth, X-gal OD620, 72 h; in the data active = inhibition mostly above about 24%, no sharp cut-off; inactive = mostly below about 32%; also: some compounds called inactive have numbers as strong as hits
GPR7 antag – human neuropeptides B/W receptor 1 antagonism | P48145 | GPR7-expressing cells, fluorescence antagonist assay | inhibition, % at 4.4 µM | 1.1% of 290,000 active; in the data active = inhibition above about 16%, passing the limit was not always enough;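 also: cells stimulated with the agonist NPW; 0% = agonist with vehicle and 100% = vehicle without agonist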
M18AAP inhibitor – PfM18AAP enzyme inhibition; recombinant PfM18AAP, H-Glu-NHMec fluorogenic cleavage; inhibition, % at 7.35 µM; 1.2% of 290,000 active; AID 1822;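 active = inhibition above the campaign mean inhibition over all tested compounds plus 3 SD, cut at about 28% in these data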;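 also: 0% = plate median of test compound wells and 100% = 2 mM ZnCl2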
VIM-2 inh – inhibitors of Pseudomonas aeruginosa VIM-2 metallo-beta-lactamase; 0.89% of 290,000 active; purified VIM-2, nitrocefin hydrolysis, epi-absorbance fluorescence; inhibition, % at 5.6 µM;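 active = inhibition above the mean of all tested compounds plus 3 SD, cutoff set per screening run, cut at about 7.5% in these data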;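 also: red hydrolysis product quenches plate fluorescence so inhibitors raise well fluorescence; 0% = enzyme with DMSO and 100% = DMSO without enzyme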
IDE cell activ – activators of human insulin-degrading enzyme in cells; P14735; HEK cells, FAbeta-B cleavage, fluorescence polarization; 0% vehicle, 100% cell-free pure enzyme wells; activation, % at 5.96 µM; 0.073% of 340,000 active; AID 493087;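 active = activation above the mean of all tested compounds plus 3 SD, set per screening campaign, cut at about 17% in these data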
IMP-1 inh – inhibitors of Pseudomonas aeruginosa IMP-1 metallo-beta-lactamase; 0.45% of 290,000 active; inhibition, % at 5.6 µM; AID 1556; purified IMP-1, nitrocefin hydrolysis, epi-absorbance fluorescence;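 active = inhibition above the mean plus 3 SD of all compounds in the same screening run, cut at about 4.5% in these data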;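 also: 0% = IMP-1 with DMSO and 100% = DMSO wells lacking enzyme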
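system = purified recombinant IMP-1 beta-lactamase | amount = 0.2 nM IMP-1, as dispensed | medium = HEPES buffer pH 7.1 with ZnSO4 and Brij 35 | times = 25 °C, 15 min preincubation, 25 min reaction | detection = plate fluorescence quenching by hydrolysis product, ex 480/em 530 nm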
IDE cell inh – cellular human IDE inhibition; P14735; HEK cells, FAbetaB cleavage, fluorescence polarization; inhibition, % at 5.59 µM; 0.41% of 320,000 active; AID 434962;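 active = percent inhibition above the average of all tested compounds plus 3 SD, set per screening campaign, cut at about 16% in these data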;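 also: IDE supplied by intact live HEK cells; FP after avidin binding of uncleaved biotin substrate so inhibition keeps polarization high; 0% = DMSO wells and 100% = 60 µM reference IDE inhibitor Ii1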
PHOSPHO1 block – PHOSPHO1 (human) inhibition; inhibition, % at 13.3 µM; recombinant PHOSPHO1, absorbance phosphatase assay; Q8TCT1; 1.1% of 290,000 active; in the data active = inhibition above about 60%
Active calls of the source: *; / = no result given.

Second line of a record – p-CIP stab down | NALP1 yeast inh | GPR7 antag | M18AAP inhibitor | VIM-2 inh | IDE cell activ | IMP-1 inh | IDE cell inh | PHOSPHO1 block
> CCc1ccc(C2=CC(c3cc(Br)ccc3F)n3ncnc3N2)cc1 (stereo not drawn)
  -8 | -84 | 11 | 7 | -1.3 | 2 | -1.9 | 7 | 17
> COc1ccccc1NC(=S)N1CCN(C(c2ccccc2)c2ccccc2)CC1
  -3 | -7 | -17 | -9 | -5.4 | 4 | -4.1 | 1 | 53
> Cc1cccc(NC(=O)NNC(=O)c2cc3ccccc3cc2O)c1C
  -11 | 12 | -16 | 8 | -3.0 | 3 | -0.9 | 1 | -24
> Nc1nc2ccc([N+](=O)[O-])cc2[nH]1
  -1 | 8 | -8 | -2 | -3.5 | -4 | -3.0 | -1 | -10
> CC(CC(=O)Nc1cccnc1)c1ccccc1 (stereo not drawn)
  -8 | 3 | -5 | 4 | -1.4 | 3 | -1.8 | 1 | 34
> Cc1cccc(N2CCN(C(=O)CCC(=O)N3Cc4ccccc4Oc4ncccc43)CC2)c1C
  6 | 17 | -6 | 1 | -0.8 | -3 | -2.2 | 9 | 23
> O=C(CCn1c(=O)sc2ccccc21)NCCC1=CCCCC1
  -41 | 6 | / | / | / | -3 | / | -4 | -25
> COc1ccccc1CCNC(=O)CC1C(=O)NCCN1CCCc1ccccc1 (stereo not drawn)
  -23 | 1 | 3 | 3 | 0.0 | 0 | -1.6 | 2 | 24
> CCc1nnc(NC(=O)c2ccc(-c3cc(C(F)(F)F)ccc3Cl)o2)s1
  -4 | -3 | 15 | 2 | -2.0 | 0 | -4.7 | 3 | -3
> CCOc1ccc(S(=O)(=O)N2CCN(S(=O)(=O)c3ccc(C(C)=O)cc3)CC2)cc1
  -4 | -7 | -6 | 2 | -2.6 | 0 | -2.3 | 3 | -1
> CCN(CC)C(=O)C12C(=O)Oc3ccccc3C1C2(C)C(=O)c1ccc(F)cc1 (stereo not drawn)
  -3 | 7 | -7 | 2 | -2.1 | -1 | -2.2 | -2 | 29
> CCn1cc(C(=O)NCC(=O)NC(C)(C)CO)c(=O)c2cc3c(cc21)OCO3
  -3 | 6 | -14 | -7 | -2.7 | 11 | -4.9 | / | 5
> C=CCSc1nc2ccccc2[nH]1
  0 | 13 | 0 | 0 | 2.1 | 2 | 1.4 | -1 | -8
> COCCOC(=O)C1=C(C)NC2=C(C(=O)CC(c3cccs3)C2)C1c1ccsc1 (stereo not drawn)
  -5 | 19 | -7 | -1 | -3.0 | 3 | -3.0 | 9 | 8
> CC(NC(=O)C12CC3CC(CC(C3)C1)C2)C(=O)N/N=C/C1=C(N2CCOCC2)C(=C\c2ccccc2)/CC1 (stereo not drawn)
  -8 | 39 | -8 | -3 | -5.1 | -6 | -2.9 | 2 | -5
> Cc1ccc2cc3cc(C(=O)NCCCN4CC(C)CC(C)C4)oc3nc2c1 (stereo not drawn)
  -7 | 25 | -9 | -11 | 10* | -4 | -2.0 | 2 | 22
> COc1ccc(C(=O)C23CC4CC(C2)CC(C(=O)c2ccc(OC)cc2)(C4)C3)cc1
  13 | -9 | -4 | -7 | -2.9 | -2 | -1.6 | 7 | -1
> COc1ccc(NC2CCCCC2NS(=O)(=O)c2ccc(C)cc2)cc1 (stereo not drawn)
  0 | 21 | -3 | 7 | 0.7 | 6 | -2.7 | 7 | -4
> CCOC(=O)c1ccc(NC(=O)CNC(=O)C2CCCCC2)cc1
  10 | 10 | -3 | 6 | -2.1 | 4 | -3.5 | -2 | -5
> CCOC(=O)C(Cc1ccc(OC)c([N+](=O)[O-])c1)NC(=O)CCC(=O)Nc1ccc(C)cc1 (stereo not drawn)
  -11 | 8 | 21 | -3 | -2.0 | 12 | -5.3 | -14 | 15
> CC(C)(C)NC(=O)CC1C(=O)NCCN1Cc1c(F)cccc1Cl (stereo not drawn)
  13 | -15 | -19 | 7 | -0.6 | -2 | -1.7 | 1 | -6
> Cn1cc(CNCCCn2ncc3ccccc32)c(-c2ccccc2F)n1
  -9 | 1 | -5 | 5 | -1.9 | 0 | -1.7 | -2 | 41
> Nn1cc(-c2ccccc2)nc1SCC(=O)Nc1ccc(S(N)(=O)=O)cc1
  -12 | 3 | -7 | -14 | -1.2 | 0 | -1.1 | -3 | 3
> Cc1cc(NC(=O)c2sc(Nc3cccc(C(F)(F)F)c3)nc2N)no1
  4 | 27 | -5 | -6 | -1.3 | -1 | -2.7 | 2 | 13
> Cn1c(=O)c2ccccc2n(Cc2ccccc2Cl)c1=O
  -12 | 15 | -9 | -13 | 0.7 | -3 | 1.2 | 4 | 19
> c1ccc(-c2ccc(-c3cnc4n3CCCCC4)cc2)cc1
  1 | 27 | 3 | -3 | -0.4 | -7 | -0.8 | 3 | 9
> Cc1c(CCC(=O)N[C@@H](C)C(=O)O)c(=O)oc2cc3occ(-c4ccccc4)c3cc12
  -18 | 15 | 2 | 2 | -0.8 | 2 | -2.2 | -7 | 38
> CCn1c(=O)c2cc(S(=O)(=O)NCCOc3ccccc3)ccc2n(CC)c1=O
  -5 | 8 | -11 | -10 | -0.8 | -2 | -5.6 | 0 | -5
> COC(=O)c1ccccc1NC(=O)Nc1cccnc1
  0 | 14 | -2 | -1 | 0.8 | 4 | -1.4 | 3 | 29
> CCOc1ccc(CNS(=O)(=O)c2cc(CN3C(=O)c4cccnc4C3=O)ccc2OC)cc1
  -9 | -12 | -13 | 3 | -0.7 | 5 | -0.6 | -3 | 48

More records.
| SMILES | p-CIP stab down | NALP1 yeast inh | GPR7 antag | M18AAP inhibitor | VIM-2 inh | IDE cell activ | IMP-1 inh | IDE cell inh | PHOSPHO1 block |
| --- | --- | --- | --- | --- | --- | --- | --- | --- | --- |
| COc1cc(/C=C(/C(=O)c2cccs2)c2nc3ccccc3[nH]2)ccc1O | -2 | -5 | -5 | 4 | -3.9 | -5 | -3.2 | 6 | 15 |
| CC(C)(C)CC(C)(C)c1ccc(O)c(CN2CCN(CCC#N)CC2)c1 | -3 | 24 | -1 | 11 | -2.0 | -4 | -5.0 | -4 | 28 |
| CN(C)CCCN(Cc1cc2cc3c(cc2[nH]c1=O)OCO3)C(=S)NCc1ccco1 | -29 | -3 | -2 | 11 | 0.9 | 3 | -2.7 | 6 | 12 |
| Cc1cccc(NC(=O)CCS(=O)(=O)c2ccc(Br)cc2)c1 | -8 | 8 | -4 | -1 | -0.6 | -5 | -0.6 | -1 | 39 |
| O=[N+]([O-])c1nn(-c2ccc3c(c2)OCCO3)n(O)c1=Nc1ccc(Cl)cc1 | -8 | -5 | 28* | 7 | 1.4 | 0 | 0.0 | -4 | 22 |
| O=[N+]([O-])c1ccc(Oc2ccc(S(=O)(=O)Nc3ccccc3)cc2)cc1 | 0 | 19 | 58* | 3 | -1.5 | 0 | -1.5 | -6 | 8 |
| COc1cccc(C(=O)Nc2nnc(S(=O)(=O)Nc3cccc(C)c3)s2)c1 | -7 | 3 | 0 | 10 | -4.6 | -7 | -1.4 | 3 | -9 |
| COc1ccc(-c2nn(-c3ccccc3)cc2C(=O)NC(=S)NNC(=O)c2ccncc2)cc1 | -5 | -10 | 5 | 1 | -5.3 | 2 | -2.8 | -7 | 25 |
| CCn1c(=S)sc2nc(C)sc21 | / | / | -2 | 10 | -1.0 | 0 | -2.1 | 1 | / |
| Cn1c(N)c(C(=O)COC(=O)C2=COCCO2)c(=O)n(C)c1=O | 4 | 10 | -5 | 1 | -3.0 | -3 | -1.1 | 4 | 4 |

A section from further up:
| SMILES | p-CIP stab down | NALP1 yeast inh | GPR7 antag | M18AAP inhibitor | VIM-2 inh | IDE cell activ | IMP-1 inh | IDE cell inh | PHOSPHO1 block |
| --- | --- | --- | --- | --- | --- | --- | --- | --- | --- |
| CCn1c(=O)c2cc(S(=O)(=O)NCCOc3ccccc3)ccc2n(CC)c1=O | -5 | 8 | -11 | -10 | -0.8 | -2 | -5.6 | 0 | -5 |
| COC(=O)c1ccccc1NC(=O)Nc1cccnc1 | 0 | 14 | -2 | -1 | 0.8 | 4 | -1.4 | 3 | 29 |
| CCOc1ccc(CNS(=O)(=O)c2cc(CN3C(=O)c4cccnc4C3=O)ccc2OC)cc1 | -9 | -12 | -13 | 3 | -0.7 | 5 | -0.6 | -3 | 48 |
| COc1cc(/C=C(/C(=O)c2cccs2)c2nc3ccccc3[nH]2)ccc1O | -2 | -5 | -5 | 4 | -3.9 | -5 | -3.2 | 6 | 15 |
| CC(C)(C)CC(C)(C)c1ccc(O)c(CN2CCN(CCC#N)CC2)c1 | -3 | 24 | -1 | 11 | -2.0 | -4 | -5.0 | -4 | 28 |
| CN(C)CCCN(Cc1cc2cc3c(cc2[nH]c1=O)OCO3)C(=S)NCc1ccco1 | -29 | -3 | -2 | 11 | 0.9 | 3 | -2.7 | 6 | 12 |
| Cc1cccc(NC(=O)CCS(=O)(=O)c2ccc(Br)cc2)c1 | -8 | 8 | -4 | -1 | -0.6 | -5 | -0.6 | -1 | 39 |
| O=[N+]([O-])c1nn(-c2ccc3c(c2)OCCO3)n(O)c1=Nc1ccc(Cl)cc1 | -8 | -5 | 28* | 7 | 1.4 | 0 | 0.0 | -4 | 22 |
| O=[N+]([O-])c1ccc(Oc2ccc(S(=O)(=O)Nc3ccccc3)cc2)cc1 | 0 | 19 | 58* | 3 | -1.5 | 0 | -1.5 | -6 | 8 |
| COc1cccc(C(=O)Nc2nnc(S(=O)(=O)Nc3cccc(C)c3)s2)c1 | -7 | 3 | 0 | 10 | -4.6 | -7 | -1.4 | 3 | -9 |
| COc1ccc(-c2nn(-c3ccccc3)cc2C(=O)NC(=S)NNC(=O)c2ccncc2)cc1 | -5 | -10 | 5 | 1 | -5.3 | 2 | -2.8 | -7 | 25 |

(cont.)
| SMILES | p-CIP stab down | NALP1 yeast inh | GPR7 antag | M18AAP inhibitor | VIM-2 inh | IDE cell activ | IMP-1 inh | IDE cell inh | PHOSPHO1 block |
| --- | --- | --- | --- | --- | --- | --- | --- | --- | --- |
| O=C(NCc1ccc(OC(F)(F)F)cc1)C1CC(c2cccc(F)c2)=NO1 (stereo not drawn) | -8 | / | / | / | / | -8 | / | 3 | 26 |
| COC(=O)c1nnn(-c2nonc2N)c1-c1cccs1 | 1 | 15 | -3 | -1 | 2.8 | 0 | -2.2 | 4 | 48 |
| Cc1ccc(C)c(NC(=O)C(Sc2ncnc3ccccc23)c2ccccc2)c1 (stereo not drawn) | -15 | 23 | -1 | 0 | 0.4 | 3 | -3.2 | 1 | -44 |
| CC(C)C(OC(=O)c1ccc(Cl)nc1)C(=O)NC1CCCCC1 (stereo not drawn) | 0 | 11 | -12 | 0 | -4.2 | 1 | -4.9 | 7 | 22 |
| Cc1ccc(CCNC(=O)C2CCN(c3nn4c(=O)cc(C)nc4s3)CC2)cc1 | -4 | 5 | 3 | 3 | -0.8 | 2 | -2.8 | -2 | -29 |
